# Screening results from PubChem.
# Lipid storage S3: qHTS Assay for Lipid Storage Modulators in Drosophila S3 Cells | Drosophila S3 cells, BODIPY lipid droplet fluorescence, 18-24 h; cells fed with added oleic acid | lipid storage change, negative = inhibition, % at the top dose, mostly 46.1 µM; hits show Potency in µM | 320,000 compounds, 0.64% hits | AID 2685; active means well fitted inhibition curve with a large enough effect in the signal ratio, with a control signal flat, not every such curve was filed as active; inconclusive means small, poorly fitted or top-dose-only effect, or effect the other way, or a change in a side signal; the % refers to the signal ratio
#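 Drosophila S3 cells got compounds at several concentrations plus oleic acid (400 uM solution). Laser-scanning cytometry with 488 nm excitation read lipid droplets at 500-530 nm and cells at 575-640 nm. Percent activity was relative to 20 uM Triacsin C.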
# Lipid storage S3 cell count max: recorded beside Lipid storage S3, whose call it bears; cell number change, %; measured here: cell count max response;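 cells counted by Cell Tracker Red CMTPX staining in the red channel; peak over a dose series mostly up to 46.1 µM; percent activity relative to internal control wells on each plate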
# * = called active by the depositor; i = inactive; ? = inconclusive; · = not tested or not shown. On the % scale 0 is the no-effect control and ±100 the full control effect; potency means the concentration at half of the fitted maximal effect. Only part of the results is shown; rates above refer to the full screens.
SMILES	Lipid storage S3	Lipid storage S3 cell count max
COc1cccc(NC(=O)c2oc3ccc(S(=O)(=O)N4CCOCC4)cc3c2C)c1	5%	4
Cc1ccc(C)c(N2CCN(C(=O)CCNC(=O)Cn3ccc4ccccc4c3=O)CC2)c1	6%	-10
CCC(C)NC(=O)C1CCN(S(=O)(=O)c2cccnc2)CC1 (centres undefined)	?	·
COC(=O)c1ccc(C23CC4(C2)[C@H](CN(Cc2ccc(C(F)(F)F)cc2)[C@@H]4c2ccccc2)C3c2ccc(C(F)(F)F)cc2)cc1 (some centres undefined)	15%	15
CCOC(=O)N1CCC(NC(=O)c2cc(-c3ccc(F)cc3)[nH]c2C)CC1	13%	·
CN(C)c1cccc(C(=O)NCCCn2ccc3ccccc32)c1	20%	15
Cc1ccc(C2CC(c3ccccc3)=NN2C(=S)Nc2ccccc2)o1 (centres undefined)	?	·
Cc1ccsc1-c1n[nH]c(=S)n1C1CCCCC1	?	·
CC1(C)CC(=O)C(CC2C(=O)CC(C)(C)CC2=O)C(=O)C1	-21%	-11
CC1=C(C(=O)NCc2ccccc2)C(c2cccs2)NC(=S)N1 (centres undefined)	?	·
Cc1cc2ccccc2c(=O)n1CC(=O)NCc1ccco1	0%	0
CCCC(C)NC(=O)CSc1nc2ccc(C)cc2[nH]1 (centres undefined)	?	·
Cc1cc(=O)[nH]c(SCC(=O)N2C(C)CCCC2C)n1 (centres undefined)	?	·
Cc1ccc(S(=O)(=O)NC2(C(F)(F)F)C(=O)Nc3c2c(=O)n(C)c(=O)n3C)cc1 (centres undefined)	1%	·
CC1(CC(=O)N/N=C/c2ccc(-c3cccc(C(F)(F)F)c3)o2)OCCO1	?	·

# Carrying on.
SMILES	Lipid storage S3	Lipid storage S3 cell count max
CCCc1cc(=O)[nH]c2nnc(SCC(=O)Nc3ccc(C(C)=O)cc3)n12	-13%	-9
CCO[C@H]1OC(C(=O)N2CCN(C)CC2)=C[C@@H](C2CC2)[C@@H]1CCCO	-8%	·
Cc1csc2c(=O)sc(NC(=O)c3ccco3)nc12	?	·
COc1ccccc1NC(=O)Nc1nnc(Cc2ccccc2F)s1	-7%	-9
CCc1nc(NCCO)c(C#N)c2c1CSC(C)(C)C2	?	·
C=CCOc1c(Br)cc(CNn2c(C)n[nH]c2=S)cc1OC	i	·
OCC[C@@H]1C[C@H](O)[C@@H](O)[C@]2(Cc3ccccc3CCO2)O1	?	·
O=C1NC(=S)N/C1=C\C=C\c1ccccc1	-12%	-14
CN1CC(=O)N(CC(=O)Nc2ccc(N3CCOCC3)cc2)C1=O	?	·
CC(=O)Nc1nc2c(ncn2COCCOC(C)=O)c(=O)[nH]1	?	·
COc1ccc(NCN2C(=O)CCC2=O)cc1	?	·
CC(C)(C)c1ccc(C(=O)Nc2c3c(nn2C(C)(C)C)CS(=O)(=O)C3)cc1	-21%	13
CCOc1cc(C(=O)Nc2ccc(C(=O)NCCN(CC)CC)cc2)ccc1OCC(=O)N1CCOCC1	?	·
CC(C)(C)c1ccc(NC(=O)N2CCN(c3ccc([N+](=O)[O-])cn3)CC2)cc1	?	·
CCn1c(CNc2cccc(C(F)(F)F)c2)n[nH]c1=S	18%	-6

# Further entries follow.
SMILES	Lipid storage S3	Lipid storage S3 cell count max
O=C(CCN1CCN(c2ccccc2F)CC1)c1ccc(Br)cc1	3%	0
COn1c(SCc2ccc(C)cc2C)nc2ccccc2c1=O	?	·
Cc1ccccc1NS(=O)(=O)c1ccc2[nH]c(=O)[nH]c2c1	-6%	-5
CCCC(C)c1nnc(NC(=O)C2CC(=O)N(CCc3ccc(F)cc3)C2)s1 (centres undefined)	?	·
Cc1ccc(C(=O)NCCc2cccc(Cl)c2)cc1[N+](=O)[O-]	?	·
Cc1ccc(S(=O)(=O)Cc2ccc(C(=O)OCc3ccccc3)cc2)cc1	?	·
Cc1ccc(S(=O)(=O)n2c(N)nc3ccccc32)cc1	?	·
O=C(O)CCC(=O)Nc1ccc(-c2nc3ccc(C(=O)c4ccccc4)cc3[nH]2)cc1	?	·
COc1ccccc1NC(=O)Cn1nc(C(F)(F)F)c2c1CCCC2	i	-21
COC(=O)Nc1sc2c(c1C(N)=O)CCCCCC2	i	·
O=C(NCC1COc2ccccc2O1)C1CCCN(S(=O)(=O)c2cccc3cccnc23)C1 (centres undefined)	?	·
CCCS(=O)(=O)c1nc(S(=O)(=O)c2ccc(C)cc2)c(N2CCN(CCO)CC2)s1	i	11
COc1ccc(Cl)cc1NC(=O)CN(C)CC(=O)Nc1ccccc1N1CCOCC1	?	·
CCCn1nnc(NC(=S)NC(=O)CC)n1	?	·
N#Cc1ccc(C(=O)OCC(=O)Nc2cccnc2Cl)cc1	?	·

# Following part
SMILES	Lipid storage S3	Lipid storage S3 cell count max
O=C(Cn1cc(C(F)(F)F)ccc1=O)N/N=C/c1ccc(Cl)cc1Cl	?	·
Cc1cc(C)c(NC(=O)CS(=O)CC(=O)NCCN2CCCCCC2)c(C)c1 (centres undefined)	-6%	·
CCCOc1ccc(C(=O)CCNc2ccc(C)c(Cl)c2)cc1	-3%	18
Cc1ccccc1CSc1nc2c(c(=O)[nH]1)CCCC2	?	·
Cc1cccc(-c2nnc(NC(=O)c3ccc(N4C(=O)CCC4=O)cc3)s2)c1	3%	9
COc1ccc(NS(=O)(=O)c2cccc(C(=O)N3CCCCCC3)c2)cc1	?	·
Cc1ccc2c(c1)c1c(c(=O)n(-c3ccccc3)c(=O)n1CC(=O)NCC1CCCO1)n2C (centres undefined)	-14%	16
CCC(C)(C)n1nnnc1C(c1ccc(C)cc1)N1CCN(Cc2cccnc2)CC1 (centres undefined)	?	·
COc1cccc(CN(C)CC(=O)Nc2ccccc2C(C)C)c1	?	·
CCC(=O)NNc1ccc(Br)cc1	-11%	-5
CC(=O)Nc1ccc(S(=O)(=O)Nc2nnc(C(C)C)s2)cc1	?	·
CCOC(=O)[C@H]1[C@H]2COc3ccc(Br)cc3[C@@H]2N2C(=O)c3cc(Br)ccc3NC(=O)[C@@]12C	?	·
CCOc1ccc(NC(=O)c2nccnc2CO)cc1	?	·
Cc1ccc(OCCSc2nc3ccccc3n2CC(=O)O)cc1	i	15
COc1cccc(NC(=O)CN(C)C(=O)C(CCSC)NC(=O)c2ccco2)c1 (centres undefined)	?	·

# Among those listed so far, six contain a furan ring, fused or not:
SMILES	Lipid storage S3	Lipid storage S3 cell count max
COc1cccc(NC(=O)c2oc3ccc(S(=O)(=O)N4CCOCC4)cc3c2C)c1	5%	4
Cc1ccc(C2CC(c3ccccc3)=NN2C(=S)Nc2ccccc2)o1 (centres undefined)	?	·
Cc1cc2ccccc2c(=O)n1CC(=O)NCc1ccco1	0%	0
CC1(CC(=O)N/N=C/c2ccc(-c3cccc(C(F)(F)F)c3)o2)OCCO1	?	·
Cc1csc2c(=O)sc(NC(=O)c3ccco3)nc12	?	·
COc1cccc(NC(=O)CN(C)C(=O)C(CCSC)NC(=O)c2ccco2)c1 (centres undefined)	?	·

# Going on with the list:
SMILES	Lipid storage S3	Lipid storage S3 cell count max
O=C1c2ccccc2C(Nc2ccc(Cl)cn2)N1c1cccnc1 (centres undefined)	-2%	-9
O=C(O)CCC/C=C\C[C@@H]1[C@@H](/C=C/[C@@H](O)COc2cccc(Cl)c2)[C@H](O)C[C@@H]1O	-10%	-1
COc1ccccc1NC(=O)c1ccccc1NS(C)(=O)=O	?	·
Nc1nonc1-n1nnc(C(=O)N/N=C/c2ccncc2)c1-c1cccs1	?	·
COc1cc(NC(=S)NC(=O)C(C)C)ccc1NC(=O)c1cc2ccccc2o1	?	·
Cc1ccc(SC2CC(=O)N(c3ccc4c(c3)OCCO4)C2=O)cc1 (centres undefined)	?	·
COc1ccc(CN(CC(=O)NC2CCCCC2)C(=O)CCCC(=O)Nc2ccccn2)cc1	6%	2
O=C(CCSc1ccc(Cl)cc1)NC1CCCCC1	i	·
O=C(O)c1ccccc1C(=O)N1CC=C(c2ccccc2)CC1	-1%	2
Cc1nc(-c2cccc(NS(C)(=O)=O)c2)cs1	?	·
Cn1c(N)c(C(=O)COC(=O)/C=C/c2cccc(Br)c2)c(=O)n(C)c1=O	?	·
C/C(=N\NC(=O)c1ccncc1)c1cccc(NC(=O)c2ccc(C(C)(C)C)cc2)c1	?	·
COc1ccccc1-n1cc(-c2ccc(Cl)cc2)[nH]c1=O	5%	7
COc1ccccc1C(=O)NCCC(=O)NCC(c1ccc(F)cc1)N1CCOCC1 (centres undefined)	?	·
O=Cc1c(NC2CCCCC2)c2ccccc2[nH]c1=O	?	·

# Next section.
SMILES	Lipid storage S3	Lipid storage S3 cell count max
Cc1cc(C)c(C#N)c(SCC(=O)NN2CC(=O)N(c3ccccc3F)CC2=O)n1	19%	22
CCOc1ccc(NC(=O)C2CC(=O)N=C(N)S2)cc1 (centres undefined)	?	·
CCCc1cc(=O)oc2cc3occ(C)c3cc12	i	-7
COc1cc(OC)cc(OC(=O)C2CCN(C(=O)c3ccc(F)cc3)CC2)c1	?	·
Cn1ncc([N+](=O)[O-])c1C(=O)N/N=C/c1ccc(F)cc1	-6%	-17
COc1ccc(NC(=O)Cn2nnc3sc4c(c3c2=O)CC(C)(C)OC4)cc1	9%	13
O=C(CSc1ncccn1)N1CCc2ccccc2C1	4%	-6
COc1cc(NC(=O)Nc2cccc([N+](=O)[O-])c2)cc(OC)c1	?	·
O=c1c(-c2nnc(SCc3ccc(Cl)cc3Cl)o2)cccn1Cc1ccccc1	?	·
COc1ccc(/C=C/c2nnc(NC(=O)c3ccco3)s2)cc1	?	·
O=C(Cn1nnc(-c2ccc(S(=O)(=O)N3CCCC3)cc2)n1)NCC1CCCO1 (centres undefined)	?	·
O=C(NCCC(=O)N1CCc2ccccc21)c1ccco1	?	·
O=C(CCC(=O)N(CC(=O)NC1CCCCC1)c1ccc2c(c1)OCCO2)Nc1ccccn1	0%	4
COc1ccccc1S(=O)Cc1ccc(C(=O)NC2CCCC2)o1 (centres undefined)	?	·
O=C(c1cccnc1Cl)N(Cc1ccccc1)Cc1ccccc1	7%	4

# New compounds follow.
SMILES	Lipid storage S3	Lipid storage S3 cell count max
CCC(=O)Nc1ccc(C(=O)Nc2ccc3c(c2)C(=O)N(CC2CCCO2)C3=O)cc1 (centres undefined)	?	·
CCC(C)C(=O)Nn1c(C2CC2)nc2cc(OC)c(OC)cc2c1=O (centres undefined)	?	·
CC1CCCN(C(=O)N2c3ccccc3Sc3ccccc32)C1 (centres undefined)	?	·
CC/C(=N\Nc1ccccc1[N+](=O)[O-])c1ccc(O)cc1	?	·
O=C(Nc1cnn(Cc2ccc(Cl)cc2)c1)C1CCCC1	?	·
N/C(COc1ccc(Cl)cc1Cl)=N\NS(=O)(=O)c1ccccc1	19%	1
CC1=CC(C)=Nc2ccc(C)cc2N1	?	·
Cc1cc2ncn(CC(C)C)c2cc1C	18%	7
CC1(C)CC(=O)c2cnc(NC(=O)CSc3nc4ccccc4o3)nc2C1	6%	2
CC1CCc2sc(C(=O)NCC3CCCO3)cc2C1 (centres undefined)	?	·
O=C(COc1coc(CN2CCc3ccccc3C2)cc1=O)Nc1ccc([N+](=O)[O-])cc1	?	·
CCCCn1c(SCN2C(=O)c3ccccc3C2=O)nc2cc(S(N)(=O)=O)ccc21	21%	-4
O=c1[nH]c(=S)n(-c2cccc(Cl)c2)c(O)c1/C=N/N1CCOCC1	-1%	15
CCN1C(=O)/C(=C/N2CCc3ccccc32)SC1=S	i	·
Cc1cc(Cl)cc(C)c1OCCCCn1ccnc1	-4%	-26

# Additional structures
SMILES	Lipid storage S3	Lipid storage S3 cell count max
Cc1cccc(OCc2nnc(SCc3nc4ccccc4c(=O)[nH]3)o2)c1	?	·
O=C(c1cc(-c2cccc(O)c2)on1)N1CCN(C(c2ccccc2)c2ccccc2)CC1	?	·
Nc1c(C(=O)CSc2nccn2-c2ccc(Cl)cc2)c(=O)[nH]c(=O)n1C1CC1	?	·
COC(=O)c1nc(NC(=O)c2cc(OC)c(OC)c(OC)c2)n[nH]1	?	·
CC(C)(C)c1nc2ccc(NS(=O)(=O)c3ccc(F)c(F)c3F)cc2[nH]1	i	-19
CCCCCCCN1CCC(=O)N([C@H](CO)CC(C)C)CC1	?	·
COC(=O)C1(C)NC(=O)c2ccccc2N1 (centres undefined)	?	·
CCN1CCN(c2ccc(S(=O)(=O)N3CCCCC3)cc2NC(=O)c2ccc(F)cc2)CC1	16%	·
C/C(CC(=O)Nc1ccc(Cl)cc1Cl)=N\NC(=O)c1cnccn1	?	·
O=C1CCCN1c1cc(Cl)cc(Cl)c1	?	·
Cc1nn(Cc2ccc(Br)cc2)c(C)c1NC(=O)c1nn(C)cc1Cl	?	·
c1ccc(-n2nnc3c(N4CCOCC4)ncnc32)cc1	?	·
CCc1ccc(OCC(=O)NC(=S)Nc2ccc(F)cc2)c(Br)c1	-6%	0
O=C(COC(=O)c1ccc[nH]c1=O)NC1CCCC1	?	·
CCCCC1CCC(C(=O)OCC(=O)Nc2ccc(S(N)(=O)=O)cc2)CC1 (centres undefined)	?	·

# The list goes on.
SMILES	Lipid storage S3	Lipid storage S3 cell count max
CCOCCCNC(=O)Cn1cnc2c(cnn2-c2ccc(OC)cc2)c1=O	?	·
CSc1nc(-c2cccs2)c(C#N)c(=O)[nH]1	?	·
CCN(CC)S(=O)(=O)c1ccc(C(=O)OCC(=O)N2CCOCC2)cc1	?	·
COc1ccc(CC(=O)Nc2ccc(F)c(Cl)c2)cc1S(=O)(=O)N1CCOCC1	6%	-2
CC1(OC(=O)CCc2ccccc2)C(=O)C=C2C=C3CCCN3C=C2C1=O (centres undefined)	?	·
